AHR activator – activates the human aryl hydrocarbon receptor; AHR-responsive luciferase reporter cells, luminescence; activation, % at 5 µM; actives 2.5% (n = 320,000); AID 2796; in the data active = activation above about 47%;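 also: 0% = vehicle wells and 100% = reference agonist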
GLD-1 RNA inh – GLD-1-TGE RNA interaction inhibition (C. elegans); purified GLD-1 + fluorescein TGE RNA, fluorescence polarization; AID 2280; Q17339; actives 0.44% (n = 320,000); inhibition, % at 5.96 µM;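 active = percent inhibition above a per-plate cutoff, the plate mean of test compounds plus 3 SD, cut at about 30% in these data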;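 also: 0% = DMSO wells with GLD-1 and probe and 100% = wells lacking GLD-1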
PME-1 inh – blocks human protein phosphatase methylesterase 1. recombinant PME-1, FP-Rh probe fluorescence polarization. Q9Y570. inhibition, % at 5.9 µM. actives 0.53% (n = 320,000);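 active = inhibition above the campaign mean of all compounds plus 3 SD, cut at about 26% in these data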;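 also: competitive labeling of PME-1 active site by serine hydrolase directed probe; 0% = PME-1 with DMSO and 100% = wells lacking PME-1 enzyme; inhibitors block probe labeling so polarization falls and inhibition rises; many of its hits are not listed in these tables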
Target sequence (Q9Y570 whole entry, looked up): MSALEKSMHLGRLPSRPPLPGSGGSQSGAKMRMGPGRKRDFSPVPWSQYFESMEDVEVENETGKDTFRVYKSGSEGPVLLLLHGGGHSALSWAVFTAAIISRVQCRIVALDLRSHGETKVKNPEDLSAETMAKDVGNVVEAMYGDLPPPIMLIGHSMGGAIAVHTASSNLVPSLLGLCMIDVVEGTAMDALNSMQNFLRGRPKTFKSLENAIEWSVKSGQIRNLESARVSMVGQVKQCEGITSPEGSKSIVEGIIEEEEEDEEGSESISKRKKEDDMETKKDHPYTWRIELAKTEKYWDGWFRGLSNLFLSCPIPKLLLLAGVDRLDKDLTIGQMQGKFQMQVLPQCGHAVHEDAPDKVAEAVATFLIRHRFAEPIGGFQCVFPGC
MCL1-BIM inh – disrupts human MCL1 binding to BIM-BH3 peptide; Q07820; GST-MCL1 / FITC-Bim-BH3 fluorescence polarization; inhibition, % at 10.9 µM; actives 0.68% (n = 320,000);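 active = inhibition above the mean inhibition of all tested compounds plus 3 SD, set per campaign, cut at about 40% in these data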;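 also: 0% = DMSO wells and 100% = unlabeled Bim-BH3 peptide control; higher means more loss of mP so more displacement of Bim peptide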
pPAFAH FP inh – inhibitors of human plasma PAF acetylhydrolase (pPAFAH). Q13093. recombinant pPAFAH, FP-rhodamine probe fluorescence polarization. inhibition, % at 3.39 µM. actives 1.5% (n = 330,000);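 active = inhibition above the mean inhibition across the screen plus 3 SD, cut at about 25% in these data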;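 also: inhibitors block binding of the rhodamine activity-based probe so polarization drops; 0% = enzyme with DMSO and 100% = wells lacking pPAFAH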
PAFAH1B2 FP inh – inhibitors of human PAFAH1B2. P68402. recombinant PAFAH1B2, FP-rhodamine activity probe, fluorescence polarization. inhibition, % at 3.39 µM. actives 1.2% (n = 340,000). AID 492953;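 active = inhibition above the mean of all tested compounds plus 3 SD, cut at about 24% in these data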;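 also: 0% = enzyme with DMSO and 100% = wells lacking PAFAH1B2; many of its hits are not listed in these tables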
Target sequence (P68402 whole entry, looked up): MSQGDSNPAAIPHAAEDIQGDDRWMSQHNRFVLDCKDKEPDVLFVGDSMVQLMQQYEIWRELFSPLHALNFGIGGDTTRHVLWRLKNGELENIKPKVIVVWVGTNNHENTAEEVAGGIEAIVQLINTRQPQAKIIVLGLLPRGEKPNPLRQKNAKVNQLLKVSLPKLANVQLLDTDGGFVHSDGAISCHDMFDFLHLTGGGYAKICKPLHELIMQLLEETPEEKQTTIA
Bcl-xL primary – inhibitors of human Bcl-xL; Q07817; GST-Bcl-xL / FITC-Bim BH3 peptide fluorescence polarization; inhibition, % at 10.9 µM; actives 0.7% (n = 320,000); AID 2129;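 active = inhibition above the mean of all tested compounds plus 3 SD, cutoff set per campaign, cut at about 30% in these data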;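 also: 0% = DMSO wells and 100% = unlabeled Bim-BH3 peptide competitor; inhibitors lower millipolarization by displacing the labeled peptide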
Target sequence (Q07817 whole entry, looked up): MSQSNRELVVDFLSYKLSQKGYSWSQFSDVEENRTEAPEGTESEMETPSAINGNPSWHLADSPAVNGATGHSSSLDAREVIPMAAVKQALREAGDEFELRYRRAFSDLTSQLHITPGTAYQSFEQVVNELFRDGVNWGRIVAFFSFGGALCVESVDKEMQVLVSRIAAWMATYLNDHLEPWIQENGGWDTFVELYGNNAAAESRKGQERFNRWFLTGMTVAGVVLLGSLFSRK
Fam108B counter – Fam108B inhibition, counter-screen for RBBP9 inhibitors; recombinant Fam108B, FP-Rh probe fluorescence polarization; AID 1947; actives 0.33% (n = 300,000); inhibition, % at 9.51 µM;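 active = inhibition above the screen mean inhibition plus 3 SD, computed separately per campaign, cut at about 18% in these data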;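 also: inhibitors lower polarization as less probe binds the enzyme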
MEX-5 binding – C. elegans MEX-5 TCR-2 RNA binding activity. Q9XUB2. MEX-5/FITC-TCR2 RNA binding, fluorescence polarization; hits give low values. activity score (negative = inhibition of binding), % at 10 µM. actives 0.38% (n = 300,000). AID 1832;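 active = inhibition past about -25% in most replicates, and total fluorescence under double the plate's negative control median, limit read from the data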;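 also: 0% = DMSO and -100% = 5 µM competing unlabeled TCR2 RNA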
Starred values were filed as active, the others as inactive; . = no result given. Not all compounds are listed; rates above refer to the full screens.

SMILES | AHR activator | GLD-1 RNA inh | PME-1 inh | MCL1-BIM inh | pPAFAH FP inh | PAFAH1B2 FP inh | Bcl-xL primary | Fam108B counter | MEX-5 binding
CC(C)CCN1C(=O)CCC1(C)C(=O)NC1CCCCCC1 (configuration not stated) | 4 | 2 | 0 | -2 | 0 | -4 | 2 | 0 | 2.8
Cc1ccc(CNC(=O)c2c(-c3ccccc3)noc2C)cc1 | 0 | 3 | -7 | -5 | 2 | 7 | 1 | 5 | 0.2
Cn1nc(C(=O)OCC(=O)Nc2cc(Cl)ccc2C#N)c2ccccc2c1=O | 18 | 3 | 9 | -1 | 5 | 3 | 0 | . | .
COc1cccc(-c2cc(CC3(O)CCN(CCCc4ccccc4)CC3)on2)c1 | 4 | -1 | -3 | 1 | 2 | -6 | -3 | 3 | 0.0
CC1=C(C(=O)OC(C)C)C(c2ccc(C)o2)C(C(=O)OC(C)C)=C(C)N1 | 8 | -6 | 0 | 8 | 3 | 0 | 2 | 4 | -0.1
CCOC(=O)C1CCN(C(=O)c2cccc(C(=O)N3CCC(C(=O)OCC)CC3)c2)CC1 | 5 | 5 | -3 | -2 | 4 | 2 | -2 | -4 | 0.9
COc1ccccc1C(=O)N/C(=C\c1cn(S(=O)(=O)N(C)C)c2ccccc12)C(=O)NCCCN1CCOCC1 | 5 | 4 | 2 | -3 | 8 | 0 | -3 | -3 | -1.5
Cc1cnc(C(=O)OCC(=O)Nc2cc(S(=O)(=O)N3CCOCC3)ccc2Cl)cn1 | -1 | 4 | . | . | 0 | 3 | . | . | .
CCC(=O)OCC(=O)C1(OC(=O)CC)[C@H](C)C[C@H]2[C@H]3[C@H]([C@@H](O)C[C@@]21C)[C@@]1(C)C=CC(=O)C=C1C[C@H]3Cl (some centres not stated) | 8 | 3 | 2 | 2 | -2 | -1 | 5 | -1 | .
COc1ccc(S(=O)(=O)N(Cc2cccs2)C2CCCC2)cc1 | -2 | 5 | -3 | 2 | -7 | 2 | 1 | -1 | 0.0
Cc1cc(C)cc(N(CC(=O)N2CCCCCC2)S(C)(=O)=O)c1 | 0 | 4 | -7 | -9 | 4 | 5 | -3 | 3 | 1.7
O=C(CCN1C(=O)/C(=C/c2ccc(Cl)cc2)SC1=S)NCCCn1ccnc1 | 1 | 9 | -13 | 20 | -14 | 2 | 2 | -3 | -4.3
CCC(=O)NC(c1cccs1)c1ccc2cccnc2c1O (configuration not stated) | 2 | -7 | -1 | 7 | 7 | 9 | 5 | 3 | -2.6
Cc1cccc2c(=O)c(Br)c(C)n(Cc3ccccc3)c12 | 1 | -2 | 0 | -6 | 3 | 4 | -2 | 1 | 2.0
CCC1=NN(C(=O)Cc2ccc([N+](=O)[O-])cc2)C(O)(c2ccncc2)C1 (configuration not stated) | 1 | 6 | -3 | 12 | -1 | -6 | -2 | 4 | 0.8
Cc1ccc(C2C3C(=O)N(c4ccccc4)C(=O)C3N3CCCN23)cc1 (configuration not stated) | 5 | -2 | -7 | -12 | -1 | 4 | -12 | 1 | 1.0
Cc1ccc(-n2cccn2)cc1 | -1 | 4 | 0 | 8 | 17 | 4 | 6 | 2 | 0.3
Cc1c(Cl)cccc1NC(=O)c1cccc(NC(=O)CCC(=O)O)c1 | 3 | 4 | -2 | 5 | -2 | 4 | 1 | 2 | 1.0
COC(=O)[C@H](CC(C)C)NC(=O)Nc1ccccc1F | 0 | 0 | -2 | 3 | -7 | 5 | 2 | 2 | -0.1
C/C=C/C=C\C(=O)Nc1cccc(C2=NOC3(C2)C[C@H](C(N)=O)N(C(=O)CC#N)C3)c1 (some centres not stated) | 1 | 0 | -6 | 18 | 4 | 1 | 13 | -8 | -0.6
Cc1ccc(NC(=O)CSc2nc(=O)n3cc(C)ccc3n2)c(C)c1 | -3 | 3 | -1 | -2 | 5 | 3 | 4 | -1 | 1.7
CC1Cc2ccccc2N1C(=O)Cn1cc([N+](=O)[O-])ccc1=O (configuration not stated) | 1 | 8 | . | . | 2 | 8 | . | . | .
CCCCn1c(N)c(C(=S)NC(=O)CC(C)(C)C)c(=O)n(C)c1=O | -2 | 2 | -1 | 12 | -2 | 27* | 12 | -5 | -0.7
CC(=O)N1CCN(S(=O)(=O)c2cccc(C(=O)Nc3ccc4c(c3)CCC4)c2)CC1 | 2 | 4 | 4 | -12 | 7 | 6 | -6 | -6 | 1.2
COc1ccccc1/C=c1\sc2nc(-c3ccccc3OC)nn2c1=O | 2 | 1 | 0 | -3 | 7 | -4 | 6 | -12 | .
COc1ccc(/C=C(\NC(=O)c2ccc(C)cc2)C(=O)Nc2c(C)n(C)n(-c3ccccc3)c2=O)cc1 | -2 | 2 | -1 | -3 | 3 | 3 | 2 | 2 | 2.6
CCOc1ccc(C(=O)NCC(=O)N2CCc3ccccc3C2)cc1OCC | -2 | -4 | -3 | 5 | -4 | 3 | 10 | 3 | 1.9
COc1ccc(C(=O)Nn2cc3c(c2-c2ccccc2)c(=O)n(C)c(=O)n3C)cc1 | 6 | 3 | -2 | 3 | -2 | 11 | 3 | 2 | -0.8
O=C(CSc1ccccn1)N/N=C/c1c[nH]c2ccccc12 | 27 | 5 | 6 | -5 | 2 | -4 | 4 | -1 | 2.6
Cc1ccc(Cl)cc1N1CCN(C(=O)Cn2ncn3cccc3c2=O)CC1 | 6 | -3 | 3 | 2 | 1 | -2 | 0 | -2 | -0.1
Cc1cc(NC(=O)c2ccc([N+](=O)[O-])cc2Cl)no1 | 1 | 7 | -9 | -5 | 2 | -3 | 0 | 2 | -0.6
Cc1cccc(/C(N)=N/OC(=O)CCc2ccccc2)c1 | 2 | 0 | -4 | 0 | 2 | 15 | 4 | 0 | 0.5
CCCC[C@@H]1CNC(=S)N1CCc1cccc(F)c1 | -4 | 1 | 7 | 2 | 5 | 5 | 1 | 2 | 0.7
N/C(=N\OC(=O)Cc1ccccc1)c1cccnc1 | -5 | -4 | -4 | 4 | -4 | 0 | 1 | 5 | 0.7
O=C1N[C@H](Cc2ccccc2)COC(=O)[C@H](Cc2ccc(F)cc2)C/C=C\C[C@H]1CC(=O)N(CCO)Cc1ccccc1 | 1 | 9 | . | . | 5 | 11 | . | . | .
N#Cc1c(NC(=O)c2cc(-n3cnnc3)ccc2Cl)sc2c1CCCC2 | 16 | 1 | 2 | 0 | 2 | 4 | 1 | 3 | -0.2
Cn1c(SCc2ccc(Br)cc2)nnc1-c1cccs1 | -8 | -2 | 8 | 12 | 2 | 24* | 2 | 0 | 0.6
Cc1cccn2cc(-c3cccc(NC(=O)c4cccs4)c3)nc12 | 18 | -2 | -2 | 3 | -4 | -6 | 0 | -1 | -2.1
CS(=O)(=O)N1CCN(C(=S)NCc2ccc(Cl)cc2)CC1 | -3 | -3 | 3 | 7 | 1 | . | 3 | -1 | -2.1
CCC(=O)N(CC(=O)Nc1sc(C)c(C)c1C(N)=O)C1CCCC1 | 2 | -1 | -5 | 2 | -1 | 9 | 4 | 2 | -3.7
Cc1cccc(OCCCC(=O)Nc2ccc(N3CCCCC3)cc2)c1 | -1 | -3 | -4 | 0 | 10 | 4 | 5 | -3 | -1.4
Cc1ccc(NC(=O)COC(=O)CCNS(=O)(=O)c2ccc(C)c(C)c2)cc1 | 1 | 5 | -2 | 3 | 17 | 4 | 3 | 3 | 0.6
CCCN1CNc2c(c(=O)[nH]c(=S)n2-c2ccccc2Cl)C1 | -3 | -5 | 2 | 4 | 8 | 0 | 0 | 2 | .
CCC(C)(C)NC(=O)C(c1ccc(F)cc1)N(Cc1ccccc1)C(=O)c1cnccn1 (configuration not stated) | 0 | 1 | -4 | 1 | 1 | . | -4 | 2 | -0.9
COc1ccc(CC(=O)Nc2cc(NC(=O)Cc3ccc(OC)c(OC)c3)cc(C(=O)O)c2)cc1OC | -1 | 4 | -10 | -1 | 1 | 0 | 3 | 4 | -0.1
N#CCSc1nnc(-c2ccccc2O)n1Cc1ccccc1 | 14 | 8 | 2 | 13 | 1 | 5 | -1 | 3 | 2.5
O=C(CN(C1CCCCC1)S(=O)(=O)c1ccc(Br)cc1)NCc1cccnc1 | 2 | 0 | 5 | 7 | 1 | 4 | 1 | -2 | 2.0
CN(CC(=O)Nc1ccccc1Br)C(=O)c1cc([N+](=O)[O-])ccc1N1CCOCC1 | 1 | 0 | -8 | -17 | 2 | 176* | -11 | -1 | 0.8
O=C(O)CCCCn1c(SCc2cc(=O)n3cc(Cl)ccc3n2)nc2ccsc2c1=O | -3 | 0 | -1 | 12 | -2 | 3 | 2 | 1 | -0.9
O=C(CCc1c[nH]c2ccccc12)NC(Cc1c[nH]c2ccccc12)C(=O)O (configuration not stated) | 7 | -11 | 5 | 8 | -3 | 13 | 1 | -1 | -0.2
CC(C)CC1NC(=O)N(Cc2cc(=O)n3ccsc3n2)C1=O (configuration not stated) | -1 | 1 | -1 | -2 | 4 | 5 | 7 | -2 | 1.4
CN(C)c1ccnc(Oc2ccc(C(C)(C)C)cc2)c1C#N | 28 | -3 | 5 | 5 | 1 | 7 | -1 | -2 | 1.7
Cc1ccc(SCc2c(C(=O)N/N=C/c3cccnc3)nnn2-c2nonc2N)cc1 | 7 | -1 | -2 | -1 | 0 | 2 | 1 | 0 | 1.5
Nc1cc(Cl)ccc1C(=O)OCC(=O)NC1CCS(=O)(=O)C1 (configuration not stated) | 0 | 2 | -2 | -1 | 7 | 0 | 5 | 1 | 1.2
CN(C(=O)COC(=O)c1ccc(Cl)cc1N)C1CCCCC1 | 2 | 0 | 0 | 3 | 7 | 4 | -2 | 0 | -1.8
CC(C)NC(=O)C1CCN(C2CCN(C(=O)Cc3ccc4c(c3)OCO4)CC2)CC1 | -2 | -2 | -5 | -2 | 5 | 7 | 3 | 3 | -3.8
COc1ccc2nc(NC(=O)C34CC5CC(CC(NC(C)=O)(C5)C3)C4)sc2c1 | 9 | 10 | -8 | -2 | 2 | 0 | -1 | 1 | -3.1
Cn1nc(-c2ccccc2)cc1NC(=O)c1ccc(Cl)cc1 | 6 | 2 | 1 | 8 | 0 | 4 | 1 | -2 | .
CC(C)(C)NC(=O)CSc1nncn1NCc1ccccc1 | 1 | -5 | -1 | 4 | -7 | 13 | 2 | 6 | 0.7
CCOc1ccc(S(=O)(=O)Nc2cccc(C(=O)N(C)CC(=O)Nc3cccc(OC)c3)c2)cc1 | 1 | -2 | 4 | 11 | 11 | -2 | 9 | 7 | -1.8
Next entries
SMILES | AHR activator | GLD-1 RNA inh | PME-1 inh | MCL1-BIM inh | pPAFAH FP inh | PAFAH1B2 FP inh | Bcl-xL primary | Fam108B counter | MEX-5 binding
CCNC(=S)NNC(=O)CC(C)C | 2 | 3 | -1 | 8 | 2 | 7 | 4 | -2 | -0.2
CCOC(=O)c1ccc(N/C=C/C(=O)C(C)(C)C)cc1 | 1 | 5 | 1 | -7 | 5 | -8 | 2 | 4 | -0.8
Cc1ccccc1C(=O)Nc1cccc(-c2ccc(N3CCOCC3)nn2)c1 | -7 | 4 | 4 | 4 | 5 | 4 | 5 | -4 | 3.3
O=C(NC1CCCCCC1)C(=O)NC1CC1 | 1 | 4 | 1 | 0 | 0 | 7 | -2 | -2 | -0.2
COc1cc(CCCN2C(=S)NC[C@@H]2CCCCN)cc(OC)c1OC | 2 | 0 | -1 | 20 | -2 | 7 | 2 | 0 | 0.1
CCOC(=O)c1cccnc1SCC(=O)N(CC)c1cccc(C)c1 | 2 | 2 | -1 | 0 | -1 | -1 | 0 | 5 | 0.7
Cc1ccc(/C=C/C(=O)Nc2nn[nH]n2)o1 | 2 | 10 | 1 | 19 | 1 | 4 | 19 | 0 | -15
